# OPRM1-OPRD1 inv: inverse agonists of human mu-delta opioid receptor heterodimerization. P35372+P41143. cell-based MOR-DOR heterodimer luminescence, inverse agonism. inhibition, % at 9.3 µM. actives 0.21% (n = 340,000). AID 504357; in the data active = inhibition above about 22%, passing the limit was not always enough;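 note: 0% = cells with DMSO and 100% = wells without cells with DMSO; values of inactives mirror those of a sister screen read the other way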
# HTR5A inv ctr: inverse agonist of human HTR5A in OPRM1-OPRD1 counter-screen; P47898; HTR5A cell line, luminescence, inverse agonism; inhibition, % at 9.3 µM; actives 0.083% (n = 340,000); AID 504634; in the data active = inhibition mostly above about 23%, no sharp cut-off; inactive = mostly below about 18%;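 note: 0% = cells with DMSO and 100% = no-cell wells with DMSO; some compounds called inactive have numbers as strong as hits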
# DAGLB inh: blocks human DAGLB lipase activity. Q8NCG7. HEK293T DAGLB membrane lysate, EnzChek fluorogenic substrate. inhibition, % at 5.17 µM. actives 0.059% (n = 340,000); in the data active = inhibition above about 34%;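 note: 0% = enzyme with vehicle and 100% = wells lacking enzyme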
# PKA-R1A activ: PKA-R1A complex activation. activation, % at 11.4 µM. actives 0.083% (n = 340,000). PKA-R1A dissociation, Cy5-IP20 fluorescence polarization; scaled: DMSO 0%, 113 µM cGMP 100%. P00514+P68181. AID 504707;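 active = percent activation above the mean of all tested compounds plus 3 SD, cut at about 19% in these data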;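 note: higher means more PKAc released from R1A so a rise in polarization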
# OPRM1-OPRD1 ag: OPRM1-OPRD1 heterodimerization agonism; P35372+P41143; cells, luminescence; activation, % at 9.3 µM; actives 0.3% (n = 340,000); in the data active = activation above about 18%;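 note: 0% = vehicle-treated cells and 100% = reference agonist; values of inactives mirror those of a sister screen read the other way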
# V-ATPase pH: regulators of yeast V-ATPase proton transport. S. cerevisiae, pHLuorin cytosolic pH fluorescence. response, % at 10 µM. actives 0.37% (n = 350,000); in the data active = response mostly above about 7.3%, no sharp cut-off; inactive = mostly below about 5.4%; note: actives read high; inactives centre near 0; some compounds called inactive have numbers as strong as hits; reference of the scale not given here
# Arr AP2 block: blocks beta-arrestin peptide binding to AP2 adaptin | AID 504490 | actives 0.31% (n = 340,000) | FITC-arrestin peptide / GST-AP2 beads, flow cytometry; AP2 beta2 appendage carries R879A mutation | inhibition, % at 10 µM;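 active = inhibition above a set limit, near 3 SD of compounds lacking own fluorescence, cut at about 54% in these data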;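 note: plate controls were DMSO wells for no effect and 5 µM unlabelled arrestin peptide for full effect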
#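 Material – AP2 appendage R879A on GSH beads · Buffer or medium – PBS with 0.05% Tween 20 and 0.1% BSA · Probe or stimulus – fluorescein-tagged arrestin peptide at 50 nM final · Incubation – compound with beads 12 min RT, then probe 1 h RT · Detection – high-throughput flow cytometry of beads, ex 488, em 535 nm · Evaluation – percent response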
# HTR5A ag: counter-screen for OPRM1-OPRD1 agonists: human HTR5A agonism; actives 0.61% (n = 340,000); activation, % at 9.3 µM; HTR5A agonist assay, luminescence, cell-based; P47898; AID 504692; in the data active = activation mostly above about 9.5%, no sharp cut-off; inactive = mostly below about 7.6%;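 note: 0% = cells with vehicle only and 100% = reference agonist; strong numbers were not always called active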
# PKA-R2B act: activates the human PKA-R2B holoenzyme complex; activation, % at 11.4 µM; actives 0.079% (n = 340,000); AID 504700; P22694+P31323; PKA-R2B holoenzyme dissociation, Cy5-IP20 fluorescence polarization; R2B truncated from residue 108, S112A mutant; 0% DMSO only, 100% 113 µM cGMP;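 active = activation above a cutoff set at the mean over all compounds plus 3 SD, cut at about 18% in these data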;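 note: higher means more holoenzyme dissociation and a rise in polarization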
# Pemphigus Ab inh: inhibitors of pemphigus antibody binding to human desmoglein-3; P32926; DSG3-coupled beads, scFv-anti-DSG3-GFP binding, flow cytometry; active compounds read low; binding (percent of control), % at 10 µM; actives 0.48% (n = 310,000);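 active = binding more than 3 SD below its plate's average and above zero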;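 note: hits lower antibody fragment binding to DSG3; some compounds called inactive have numbers as strong as hits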
# Target sequence (P32926 whole entry, looked up, the tested form may be a part): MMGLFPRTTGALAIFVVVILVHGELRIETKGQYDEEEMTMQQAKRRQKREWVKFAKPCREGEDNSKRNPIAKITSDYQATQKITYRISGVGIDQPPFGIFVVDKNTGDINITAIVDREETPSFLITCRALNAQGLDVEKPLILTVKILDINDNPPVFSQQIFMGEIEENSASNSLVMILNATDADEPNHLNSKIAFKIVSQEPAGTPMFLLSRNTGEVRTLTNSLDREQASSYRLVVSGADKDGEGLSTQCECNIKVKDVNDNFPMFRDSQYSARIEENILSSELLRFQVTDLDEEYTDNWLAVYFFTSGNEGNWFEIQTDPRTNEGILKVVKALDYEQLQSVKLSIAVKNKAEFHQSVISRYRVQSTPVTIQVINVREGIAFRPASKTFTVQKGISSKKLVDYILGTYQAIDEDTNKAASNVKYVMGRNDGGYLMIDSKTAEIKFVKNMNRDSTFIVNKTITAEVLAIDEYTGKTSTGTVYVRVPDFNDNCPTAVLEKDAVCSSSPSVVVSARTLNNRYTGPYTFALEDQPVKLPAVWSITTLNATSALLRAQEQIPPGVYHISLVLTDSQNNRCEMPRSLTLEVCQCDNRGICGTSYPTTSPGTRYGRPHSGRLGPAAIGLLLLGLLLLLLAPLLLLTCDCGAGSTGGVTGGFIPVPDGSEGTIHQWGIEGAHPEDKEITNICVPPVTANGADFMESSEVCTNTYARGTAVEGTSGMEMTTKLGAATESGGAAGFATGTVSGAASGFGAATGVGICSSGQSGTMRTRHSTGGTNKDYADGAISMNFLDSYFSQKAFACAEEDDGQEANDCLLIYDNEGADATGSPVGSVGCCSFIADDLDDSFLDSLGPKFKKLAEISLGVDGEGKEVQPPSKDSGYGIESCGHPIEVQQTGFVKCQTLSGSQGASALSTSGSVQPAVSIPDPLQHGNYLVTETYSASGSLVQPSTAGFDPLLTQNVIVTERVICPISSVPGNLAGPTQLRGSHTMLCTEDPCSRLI
# An asterisk follows results filed as active; . = not tested or not shown.
SMILES,OPRM1-OPRD1 inv,HTR5A inv ctr,DAGLB inh,PKA-R1A activ,OPRM1-OPRD1 ag,V-ATPase pH,Arr AP2 block,HTR5A ag,PKA-R2B act,Pemphigus Ab inh
COc1cccc(CNC(=O)c2cc3oc4ccccc4c3n2C)c1OC,8.7,-18.4,0.7,-5.2,-1.5,-1.4,-14.3,-4.2,-1.0,95.7
CCOC(=O)c1c(NC(=O)c2cc3n(n2)C(C(F)(F)F)CC(c2ccccc2)N3)sc(C)c1C (configuration not stated),14.8,-4.0,-0.9,0.7,-2.8,-1.0,13.1,0.2,-4.4,82.6
Cc1cccc(OCC(=O)NCC(c2cccs2)N2CCOCC2)c1 (configuration not stated),7.2,-0.1,0.5,0.4,-1.1,0.2,0.7,0.0,-0.1,92.6
O=C(OCc1nc2scc(-c3ccccc3)c2c(=O)[nH]1)c1ccco1,2.9,15.2,4.3,-0.6,-0.6,-3.1,2.9,-5.6,1.4,105.7
CC(C)CN(C(=O)CSc1n[nH]c(-c2cccs2)n1)C1CCS(=O)(=O)C1 (configuration not stated),13.9,1.9,1.3,-8.0,-3.6,0.8,-0.7,-7.1,-3.3,101.1
O=C(Nc1cc(C(F)(F)F)ccc1N1CCOCC1)c1cccc(F)c1,-1.1,-10.4,-2.3,-0.2,0.2,-5.3,21.3,-1.4,2.1,98.9
Cc1cc(NC(=O)c2ccc(C#N)cc2)on1,16.4,5.3,0.6,-3.0,-3.2,-3.6,27.4,-2.0,-5.3,104.1
CCCCN1C(=O)c2ccc(C(=O)Nc3ccc(C)c(S(=O)(=O)N(C)C)c3)cc2C1=O,4.0,-5.3,-1.6,8.4,-0.8,1.7,-4.6,10.9,-9.8,111.1
COc1ccc(S(=O)(=O)N2CCC(C(=O)Nc3nnc(C)s3)CC2)cc1OC,0.7,-13.3,0.6,3.3,-0.1,-0.5,-1.9,13.7,-7.8,101.3
O=C(CN1CCN(c2ccc(O)cc2)CC1)Nc1ccc2c(c1)OCCO2,-14.4,-18.7,-0.8,-15.7,3.0,-1.7,-5.8,6.8,-0.1,118.8
COc1ccc(NC(=O)/C(C#N)=C\c2cc(OC)c(OCc3ccc(C(=O)O)cc3)cc2Br)cc1,6.2,6.1,1.7,-2.6,-0.9,4.4,-4.4,-2.5,8.2,88.5
CCC(C)CCN1CCN=C1Nc1ccccc1 (configuration not stated),10.1,-3.3,0.5,-3.8,-1.8,-1.9,-0.9,1.3,4.7,100.6
COc1ccc(N2CCN(C(CNS(C)(=O)=O)c3ccco3)CC2)cc1 (configuration not stated),1.1,-9.5,-2.2,4.4,-0.2,-5.7,-2.4,3.6,-3.7,102.6
Cc1noc(C)c1S(=O)(=O)N1CCC(C(=O)N2CCN(c3ccc(Cl)cc3)CC2)CC1,-5.0,-26.4,-0.4,-0.9,0.8,-1.2,-0.1,-5.4,-6.7,100.4
COc1cc2cc(C(=O)N/N=C/c3ccccc3Cl)[nH]c2cc1OC,0.0,-18.3,-1.3,-3.5,0.0,-15.4,-5.5,5.2,8.7,105.8
Cc1occc1C(=O)NC(C)CCc1ccccc1 (configuration not stated),14.2,-22.4,2.2,2.5,-2.5,-1.2,-4.0,8.1,-0.8,.
COc1cc2c(C#CCCCO)c(-c3ccc(C#N)cc3)oc(=O)c2cc1OC,20.4,-23.1,-1.3,-10.7,-3.7,-18.9,3.6,9.1,-6.9,91.2
O=S(=O)(c1cccc(COc2ccc(Cl)cc2Cl)c1)N1CCOCC1,2.5,0.8,-7.2,-0.1,-0.5,-2.0,23.6,-0.4,-1.0,.
CN(C(=O)c1ccc(NC(=O)C2CCCN(C(=O)OC(C)(C)C)C2)cc1)C1CCC1 (configuration not stated),14.5,-2.6,3.0,-0.5,-2.5,2.8,5.1,1.1,-2.3,110.8
CC(=O)N(C)c1ccc(NC(=S)NCC(C)C)cc1,11.3,-1.0,-1.1,5.4,-2.2,-1.9,-2.1,0.4,-0.7,111.6
COc1ccc(NC(=O)c2sc(N3CCOCC3)nc2-c2ccccc2)c(OC)c1,12.0,3.4,0.7,-5.6,-2.4,2.2,18.7,-1.3,-10.1,102.4
CN(C)c1ccc(CNC23CN4CN(CN(C4)C2)C3)cc1,1.6,-16.7,1.7,4.3,-0.3,10.2,26.6,-1.6,-7.7,98.3
Cc1ccc2c(Cl)cc(Cl)c(OCC(=O)N3CCOCC3)c2n1,7.8,1.7,-1.1,-2.0,-1.8,0.5,-3.8,-0.7,-3.6,90.3
Cn1nnnc1SCc1c(F)cccc1F,11.1,12.3,-0.8,-4.5,-2.1,-0.5,6.9,-0.3,2.4,100.8
Clc1ccc(CSc2nnnn2-c2ccc3c(c2)OCO3)c(Cl)c1,-5.8,1.2,-4.8,-2.3,1.1,1.0,9.8,-0.5,6.4,96.3
C=CCn1c(SCC(=O)c2cc(C)n(CCOC)c2C)nc2sc(C)c(C)c2c1=O,-7.8,3.0,-1.2,2.8,1.4,1.5,8.8,-0.8,2.1,95.3
O=C(C[n+]1ccc(C(=O)N/N=C/c2ccc(OCc3ccccc3)cc2)cc1)c1ccccc1,-0.8,-14.6,1.9,6.6,0.2,1.7,-21.2,1.3,2.0,120.0
O=[N+]([O-])c1cc(CSC2=NCCN2)ccc1O,16.9,-12.5,1.9,-2.3,-3.4,4.5,-19.6,4.2,-14.2,99.5
CN(C)C(CNc1ccc(C(F)(F)F)cc1[N+](=O)[O-])c1ccccc1 (configuration not stated),-31.2,7.6,-5.3,2.1,5.6,0.7,-0.4,-3.1,4.5,100.5
NC(=O)c1cc(S(=O)(=O)Nc2cccc(Cl)c2)cs1,18.9,15.7,-3.5,-2.3,-4.0,-0.3,13.0,-4.4,-8.4,109.4
CCC(C)(C)n1nnnc1C(c1cccs1)N1CCc2ccccc21 (configuration not stated),-3.2,-1.1,-2.9,-5.6,0.6,-3.2,1.7,1.5,2.1,96.7
CCCCS/C(=C(/C#N)C(N)=O)c1cc2c([nH]1)CCCC2,-17.1,10.4,-3.3,2.2,3.6,-1.8,13.0,-4.4,-4.6,103.9
CCOc1ccc(NC(=O)COC(=O)Cc2ccc(S(=O)(=O)N3CCOCC3)s2)cc1,0.4,-12.6,1.4,3.8,-0.1,0.1,13.4,5.5,3.5,103.0
Cc1ccc(S(=O)(=O)NC(CC(C)C)C(=O)NCC(C)(C)N2CCOCC2)cc1 (configuration not stated),8.4,4.3,0.1,6.5,-1.3,1.6,-6.2,2.1,-3.4,104.4
Cc1ccc(Sc2cnc(N)nc2C)cc1,-5.2,3.0,-0.3,-3.7,0.9,-0.5,11.1,-1.2,-4.0,105.0
O=C(c1ccc2c(=O)n(CC3CCCO3)c(=S)[nH]c2c1)N1CCN(c2ccccc2)CC1 (configuration not stated),10.1,-18.6,0.5,0.8,-1.8,-0.2,-8.1,-1.6,-9.9,100.1
CCC(C)NS(=O)(=O)c1ccc(-c2csnn2)s1 (configuration not stated),4.2,-10.3,-0.8,-0.5,-0.7,0.2,1.3,1.8,-1.2,112.9
Cc1occc1-c1nnc(SCC(=O)N(C)C)o1,-1.4,10.8,1.9,-1.8,0.2,-1.5,-8.0,-1.0,-0.5,107.3
O=C(Cc1ccc(F)cc1)N1CCC(N2CCC(C(=O)N3CCOCC3)CC2)CC1,9.1,5.1,-0.4,-8.1,-1.7,0.8,-10.8,-4.7,-15.6,125.7
O=C(Nc1ccccc1)c1ccc(NCCN2C(=O)CCC2=O)c([N+](=O)[O-])c1,6.3,-26.4,2.6,-6.1,-1.2,3.7,1.9,1.3,-9.3,105.1
CCOC(=O)C(NC(=O)CC)(Nc1ccc(S(=O)(=O)Nc2onc(C)c2C)cc1)C(F)(F)F (configuration not stated),-7.8,2.6,1.1,2.5,1.4,3.1,2.1,0.8,7.5,76.5
COCCSc1nnc(NC(=O)C2CCN(C(=O)c3ccco3)CC2)s1,0.2,-10.4,-3.8,0.5,0.0,0.0,10.0,3.5,-1.1,116.1
O=C(CNC(=S)N(Cc1ccccc1)Cc1ccccc1F)NCCc1ccccc1,-18.2,0.5,-3.4,-4.6,3.7,-2.1,-8.5,-0.2,0.6,118.9
COc1ccc(C2=NOC(Cn3nc(C(=O)NCc4cccc(Br)c4)cc3-c3ccccc3)C2)cc1 (configuration not stated),-7.3,2.1,-3.2,-2.4,1.3,-1.9,15.2,-2.8,6.4,102.7
Cc1ccc(C(=O)NNc2c3ccccc3nc3ccccc23)cc1,14.6,16.1,28.2,-2.9,-2.8,3.1,22.9,-6.0,-12.8,97.8
COc1ccc(-c2c(-c3ccc(OC)nc3)c3ccccc3n2C)cc1,-40.1,17.9,-7.7,-2.7,7.1,7.8,3.6,5.5,5.8,102.4
Cc1cccc2c1Sc1ccccc1CC2=O,-26.3,9.4,-11.4,-16.5,6.3,1.7,-2.6,-3.7,8.2,107.1
O=C(/C=C/c1ccc(Cl)cc1Cl)NCc1ccco1,10.0,-2.8,-2.7,-5.5,-1.6,3.6,-13.4,1.0,-5.6,.
CC(C)CC(NC(=O)C(CC(C)C)NC(=O)OC(C)(C)C)C(=O)O (configuration not stated),7.0,3.0,0.6,13.2,-1.2,-0.3,1.8,-1.0,-1.4,104.0
COc1ccccc1CNCC(=O)Nc1cc(S(=O)(=O)N2CCCCC2)ccc1C,6.2,-8.5,-1.5,4.8,-1.2,1.1,-10.5,2.2,-13.3,92.2
O=C(Nc1cccc(NC(=O)c2cccs2)c1)c1ccc2c(c1)OCCO2,7.0,-2.6,-2.2,-1.7,-1.0,-2.4,-2.5,0.9,-3.6,92.7
CC(=C\C(=O)O)/C(=C/c1ccccc1)C(=O)O,15.4,-18.5,2.0,-7.3,-2.8,0.3,4.7,-3.1,3.4,92.0
Cn1c(=O)c2c(nc(CN3CCOCC3)n2CCCO)n(C)c1=O,11.4,-10.9,1.7,8.2,-2.1,-1.4,-0.2,0.2,10.8,91.5
COc1ccc(C2/C=C\CN(C(=O)C3CC3)CC(=O)N2Cc2ccc(F)cc2)cc1 (configuration not stated),4.7,3.6,-0.1,-4.5,-0.8,1.5,16.7,-1.4,-7.1,101.7

# Three neighbouring entries already listed:
SMILES,OPRM1-OPRD1 inv,HTR5A inv ctr,DAGLB inh,PKA-R1A activ,OPRM1-OPRD1 ag,V-ATPase pH,Arr AP2 block,HTR5A ag,PKA-R2B act,Pemphigus Ab inh
CC(=C\C(=O)O)/C(=C/c1ccccc1)C(=O)O,15.4,-18.5,2.0,-7.3,-2.8,0.3,4.7,-3.1,3.4,92.0
Cn1c(=O)c2c(nc(CN3CCOCC3)n2CCCO)n(C)c1=O,11.4,-10.9,1.7,8.2,-2.1,-1.4,-0.2,0.2,10.8,91.5
COc1ccc(C2/C=C\CN(C(=O)C3CC3)CC(=O)N2Cc2ccc(F)cc2)cc1 (configuration not stated),4.7,3.6,-0.1,-4.5,-0.8,1.5,16.7,-1.4,-7.1,101.7

# Assay outcomes (PubChem BioAssay)
